Diaph inh CS: inhibits diaphorase or chemically oxidizes, flagging diaphorase assay artifacts; diaphorase resazurin-to-resorufin fluorescence, NADH, 16 min; bacterial (C. kluyveri) enzyme, not human; 190,000 tested, 0.69% active; inhibition, % at 20 µM;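 active = primary screen inhibition at 20 µM above a set limit, cut at about 50% in these data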;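 also: plate controls were DMSO with full reaction for no effect and wells lacking NADH for full effect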
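Test system: diaphorase enzyme from Clostridium kluyveri; amount: diaphorase at 0.14 U/mL in enzyme working solution; detection: fluorescence of resorufin formed from resazurin, Ex 544/Em 590 nm; times: reaction incubation of 16 min at room temperature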
PPARg SRC-3 ag: PPARgamma-driven SRC-3 recruitment agonism; 200,000 tested, 0.26% active; activation, % at 8 µM; P37231; biochemical PPARgamma/SRC-3 coactivator recruitment assay; in the data active = activation above about 23%;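 also: 0% = DMSO and 100% = reference agonist; some compounds past the cut are filed as inactive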
PMI activator: increases human mannose-6-phosphate isomerase activity; 190,000 tested, 0.005% active; purified human PMI, coupled resazurin fluorescence, 20 min; active compounds read high; 1 = vehicle control, 0 substrate-free wells; activation factor at 20 µM;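 active = activation factor of 2 or more at 20 µM, relative to plate controls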
ROMK mod: modulates human ROMK potassium channel activity; Tet-inducible ROMK, thallium flux fluorescence; actives lie on both sides; 130,000 tested, 2% active; B-score at 10 µM; AID 1918; P48048;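 active = signal ratio slope over the read window, or its plate-corrected B-score, at least 3 SD from the plate mean, either direction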;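 also: B-score of the F/F0 ratio slope over 7 to 12 s after thallium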
Target sequence (P48048 whole entry, looked up): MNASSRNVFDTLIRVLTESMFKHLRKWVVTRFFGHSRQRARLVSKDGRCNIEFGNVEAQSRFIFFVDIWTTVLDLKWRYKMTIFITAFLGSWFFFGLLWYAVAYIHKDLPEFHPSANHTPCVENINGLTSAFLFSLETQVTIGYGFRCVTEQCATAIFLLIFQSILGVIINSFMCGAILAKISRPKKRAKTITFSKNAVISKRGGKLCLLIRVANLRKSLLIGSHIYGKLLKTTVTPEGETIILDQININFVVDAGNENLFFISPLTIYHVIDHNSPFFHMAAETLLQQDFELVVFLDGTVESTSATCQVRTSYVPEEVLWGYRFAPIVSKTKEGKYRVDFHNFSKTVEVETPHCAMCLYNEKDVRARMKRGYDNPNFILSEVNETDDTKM
PMI act satM6P: PMI (human) activation, high substrate. AID 1216. P34949. activation factor at 20 µM. coupled PMI enzyme assay, resazurin fluorescence, 20 min; active compounds read high; 1 = untreated enzyme, 0 = substrate-free blank. 190,000 tested, 0.34% active;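 active = activation factor of 2 or more at 20 µM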
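Test system – human PMI in coupled enzyme assay · Timing – 20 min incubation at room temperature · Detection – Diaphorase-driven resazurin-to-resorufin fluorescence, excitation 544, emission 590 nm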
TR-FRET SRC-2 ct: TR-FRET artefact, counter-screen to PPARgamma/SRC-2 agonist assay. AID 1049. 200,000 tested, 0.4% active. TR-FRET ratio at 8 µM. active compounds read high; in the data active = TR-FRET ratio above about 2000; also: inactives centre near 1500; reference of the scale not given here
PPARg SRC2 recr: promotes SRC-2 coactivator recruitment by human PPARgamma; P37231; PPARgamma LBD-SRC-2 recruitment, biochemical; activation, % at 8 µM; 200,000 tested, 0.34% active; AID 1032; in the data active = activation above about 22%;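 also: 0% = vehicle and 100% = reference agonist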
G6PDH counter: inhibits Leuconostoc G6PDH, flagging false hits in G6PDH-based assays. Purified L. mesenteroides G6PDH, diaphorase/resazurin coupled fluorescence, 45 min. 200,000 tested, 0.12% active. inhibition, % at 5 µM; in the data active = inhibition above about 50%
Diaphorase act: activates diaphorase or chemically reduces, flagging diaphorase assay artifacts; Diaphorase/resazurin coupled assay, resorufin fluorescence, 16 min; active compounds read high; 1 = vehicle wells, 0 = NADH-free wells; activation factor at 20 µM; 190,000 tested, 0.005% active;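 active = diaphorase activity raised at least twofold by the compound at 20 µM; inactive = activation factor below 2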
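test system = bacterial diaphorase enzyme (C. kluyveri) | quantity = enzyme 0.07 U/mL final | reagent = NADH substrate 0.114 mM plus resazurin dye 0.1 mM, final | incubation = 16 min enzyme reaction, ambient temperature | buffer or medium = HEPES pH 7.4 buffer with MgCl2 and Tween 20 | signal = fluorescence of resorufin, 544 nm excitation, 590 nm emission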
S1P3 antag: blocks the human S1P3 receptor; AID 485; 170,000 tested, 0.27% active; inhibition, % at 4.98 µM; CHO S1P3 NFAT-BLA reporter, FRET fluorescence, antagonist mode; Q99500;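 active = inhibition above the plate cutoff, the mean inhibition of test wells on that plate plus 3 SD, cut at about 28% in these data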;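 also: cells challenged with S1P at its EC80 of 0.8 µM; blue over green emission ratio from cleaved BLA substrate after 4 h stimulation; 0% = S1P-stimulated wells and 100% = unstimulated DMSO-only wells; some compounds past the cut are filed as inactive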
Target sequence (Q99500 whole entry, looked up): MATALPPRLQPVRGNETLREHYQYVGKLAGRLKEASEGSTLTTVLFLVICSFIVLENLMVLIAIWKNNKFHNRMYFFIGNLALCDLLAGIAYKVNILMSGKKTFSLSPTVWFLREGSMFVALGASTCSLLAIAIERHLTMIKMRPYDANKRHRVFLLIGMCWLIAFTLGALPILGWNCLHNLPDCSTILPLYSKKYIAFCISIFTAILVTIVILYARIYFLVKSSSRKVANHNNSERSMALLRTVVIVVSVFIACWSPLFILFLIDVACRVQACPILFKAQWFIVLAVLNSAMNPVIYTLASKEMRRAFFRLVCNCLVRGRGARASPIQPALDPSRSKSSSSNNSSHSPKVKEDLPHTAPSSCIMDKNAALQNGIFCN
PPARg SRC-1 ag: promotes SRC-1 coactivator recruitment by human PPARgamma; P37231; PPARgamma-SRC-1 coactivator recruitment biochemical assay; activation, % at 8 µM; AID 631; 200,000 tested, 0.41% active; in the data active = activation above about 19%;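 also: 0% = DMSO and 100% = reference agonist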
The depositor's hits bear a star; x = not tested or not shown.

SMILES	Diaph inh CS	PPARg SRC-3 ag	PMI activator	ROMK mod	PMI act satM6P	TR-FRET SRC-2 ct	PPARg SRC2 recr	G6PDH counter	Diaphorase act	S1P3 antag	PPARg SRC-1 ag
O=C(Nc1ccc2nc(C3CC3)n(Cc3ccc(F)cc3)c(=O)c2c1)c1ccco1	41	3	0.8	x	0.8	1661	-1	3	0.6	9	7
Cc1ccc(-c2csc(NC(=O)C3CC(=O)N(Cc4ccco4)C3)n2)cc1 (centres undefined)	19	-1	0.9	0.018	0.9	1505	8	-3	0.8	-3	5
O=C(NNS(=O)(=O)c1ccc(Cl)cc1)NC1CCCCC1	5	6	1	x	1	1508	0	7	0.9	x	6
C=CCNC(=O)c1cc(Cl)ccc1[N+](=O)[O-]	12	1	1	x	1	1638	0	-2	0.9	8	4
O=C(Nc1cccc(-c2nc3ccccc3o2)c1)c1cccnc1	8	-3	1	0.04	1	1357	0	-8	0.9	12	-5
CCn1c(C)nc2cc(C(=O)NNC(=O)CCC3CCCCC3)ccc21	4	-2	0.9	0.026	1.1	1486	-4	8	1	12	3
COc1cccc(/C=N/NC(=O)CN2CC(c3ccccc3)CC2=O)c1OC (centres undefined)	0	1	0.9	0.88	1.1	1542	9	-9	1	9	8
COc1ccc(C2C(C(=O)N3CCC(C)CC3)c3ccccc3C(=O)N2C)cc1 (centres undefined)	2	-3	1.1	x	1.1	1394	-2	1	1	x	-6
CC1SCC(=O)N(CC(=O)NCCc2ccccc2)C1=O (centres undefined)	5	5	1	0.2	1	1469	1	4	0.9	3	14
COC(=O)c1ccc2c(c1)NC1=C(C(=O)CC(C)(C)C1)C(c1ccncc1)N2 (centres undefined)	18	-3	0.9	0.22	0.4	1475	1	17	0.8	7	-2
COc1ccc(Cc2noc(CN3CCCC(C(=O)c4cccs4)C3)n2)cc1OC (centres undefined)	13	0	0.9	0.31	0.9	1354	-3	6	0.9	-3	-7
CCOc1cc(N2CCOCC2)c(OCC)cc1NC(=O)Cn1cnc2c(=O)n(C)c(=O)n(C)c21	-4	1	1.1	0.14	0.8	1771	5	7	1	9	16
COc1ccc(-c2c(C(C)=O)c(C)n(C)c2C)cc1	-15	-2	1.1	-0.059	1.2	1415	-7	13	1.2	-3	0
CC1(C)Oc2ccc3ccc(=O)oc3c2/C(=C/NCCO)C1=O	2	14	0.8	x	0.9	1565	17	7	1	-11	11
COc1ccc(Nc2nc(OC)nc(N3CCN(c4ccc(OC)cc4)CC3)n2)cc1	16	-13	0.9	0.6	0.9	1466	-5	-35	0.8	-2	9
O=S(=O)(N[C@@H]1C[C@H]2CC[C@@H]1C2)c1cccs1	10	-2	0.9	-0.0077	1	1485	5	0	0.9	x	2
C/C(=N\N=c1/scc(C)n1Cc1ccco1)c1cccc([N+](=O)[O-])c1	10	4	1	x	1.1	1553	0	4	0.9	-6	3
O=C(COC(=O)c1cc(-c2cccs2)nn1-c1ccccc1)Nc1cccc([N+](=O)[O-])c1	18	0	0.8	0.11	0.9	1409	2	20	0.8	-2	-8
O=C(N[C@@H](Cc1ccccc1)C(=O)O)c1cccnc1	18	4	1	x	1	1442	7	-4	0.8	7	-5
COc1c(C(=O)Nc2ccc(Cc3ccncc3)cc2)ccc2ccccc12	5	6	1	x	0.9	1615	9	-1	1	-14	8
O=c1c2ccccc2nc(/C=C/c2ccccc2)n1CCc1ccccc1	12	-3	0.8	x	0.9	1537	2	-23	0.9	-2	4
Cc1ccc(N2C(=O)/C(=C\c3ccc(C(C)C)cc3)N=C2SC2CCOC2=O)cc1 (centres undefined)	22	3	0.7	0.097	0.8	1620	5	-15	0.8	-10	10
O=C(O)CC(NC(=O)C12CC3CC(CC(C3)C1)C2)c1cc([N+](=O)[O-])ccc1Cl (centres undefined)	-5	2	1.1	0.3	1.1	1692	-8	12	1	-8	3
COCc1c(C(=O)N/N=C/c2cccc3ccccc23)nnn1-c1nonc1N	-9	-1	1.1	0.27	1.1	1853	7	0	1.1	8	13
CSc1ccc(NC(=O)N2CC=C(n3c(=O)[nH]c4ccccc43)CC2)cc1	16	-2	1	1.8	1	1481	-4	1	0.8	10	4
Cc1cc([N+](=O)[O-])nn1CC(=O)N1c2ccccc2CC1C (centres undefined)	9	1	1.1	-0.36	1	1562	3	5	0.9	-13	-2
CCCCOc1ccccc1C1NC(=O)NC(C)=C1C(=O)OCCOCC (centres undefined)	21	-2	0.9	-0.45	0.9	1603	5	1	0.8	-23	11
C[C@@H]1CCC[C@H](C)N1Cc1nc(Cc2ccccc2Cl)no1	13	-4	0.9	1.6	1	1419	-10	7	0.9	-4	-3
COc1ccc2cc(-c3cc(C(=O)OCC(=O)Nc4c(C)n(C)n(-c5ccccc5)c4=O)c4ccccc4n3)ccc2c1	20	1	0.8	0.76	0.9	1670	11	-22	0.8	5	0
OC(COc1ccc2c(c1)CCC2)CN1CCN(c2ccccc2F)CC1 (centres undefined)	10	3	0.8	x	0.9	1517	-7	-1	0.9	-1	2
COCCNC(=O)/C(C#N)=C/c1nc(N(C)C)n(-c2ccc(F)cc2)c1Cl	10	4	1.1	-0.036	0.9	1579	8	5	0.9	-14	6
CC(C)/C(=N/Nc1ccccc1[N+](=O)[O-])c1ccccc1	50*	1	0.8	-0.035	0.5	1395	5	8	0.5	8	0
CC(=O)Nc1ccc(NC(=O)CSc2ccccn2)cc1	-4	7	1.1	x	1	1689	9	9	1	-2	5
COc1ccc([N+](=O)[O-])cc1NC(=O)c1cn(-c2ccc(Cl)cc2)c(=O)c2ccccc12	4	1	1.1	-1.2	1	1462	-2	1	1	-13	-4
COc1ccc(NC(=O)CCSc2ccc3ccccc3n2)cc1	15	3	0.8	-0.58	0.9	1566	1	21	0.9	6	-3
Cc1c(C(=S)Nc2ccccc2)cnn1-c1ccc([N+](=O)[O-])cc1	10	-2	0.9	x	1	1449	-1	-10	0.9	2	1
Cc1cc2cc(CN(CC3CCCO3)C(=O)c3cnccn3)c(=O)[nH]c2cc1C (centres undefined)	7	-2	0.9	0.7	0.9	1443	-3	-5	0.9	-28	-10
O=C(CN1CCN(c2ccccn2)CC1)N1c2ccccc2CCc2ccccc21	36	13	1	x	1.1	1659	4	1	0.6	-8	5
CCC(C(=O)Nc1nc(C)cs1)c1ccccc1 (centres undefined)	10	4	0.9	x	1	1501	7	-4	0.9	x	5
CCOCCCNC(=O)/C(C#N)=C/c1ccc(-c2ccc(S(=O)(=O)N3CCOCC3)cc2)o1	13	10	1	x	0.9	1633	11	-2	0.9	-6	1
CCOc1cc2c(cc1OCC)C(C(=O)O)C(c1ccc(OC)c(O)c1)N(C)C2=O (centres undefined)	4	2	0.9	x	0.7	1630	3	7	1	-35	2
CCOc1ccc(Br)cc1-c1noc(-c2cccs2)n1	8	-3	0.9	x	0.9	1336	-8	-1	0.9	10	-1
CCOC(=O)c1cc(-c2ccc(C)o2)nn1CCC#N	15	2	1	1.2	1	1622	3	-7	0.9	x	-1
O=C(CSc1ncnc2c1nnn2-c1ccc(F)cc1)NCc1ccco1	6	-4	1	-0.35	1.1	1638	23*	5	0.9	x	3
CCC1(CC)C(=O)C(C)(C)C(=O)OC1c1ccccn1 (centres undefined)	4	12	1	0.16	1	1465	6	7	1	-12	6

Complete entries, looked up by structure. Values in the order: Diaph inh CS	PPARg SRC-3 ag	PMI activator	ROMK mod	PMI act satM6P	TR-FRET SRC-2 ct	PPARg SRC2 recr	G6PDH counter	Diaphorase act	S1P3 antag	PPARg SRC-1 ag
Results for COCCNC(=O)/C(C#N)=C/c1nc(N(C)C)n(-c2ccc(F)cc2)c1Cl : 10	4	1.1	-0.036	0.9	1579	8	5	0.9	-14	6
Results for CCC(C(=O)Nc1nc(C)cs1)c1ccccc1 (centres undefined) : 10	4	0.9	x	1	1501	7	-4	0.9	x	5
Results for COc1ccc(NC(=O)CCSc2ccc3ccccc3n2)cc1 : 15	3	0.8	-0.58	0.9	1566	1	21	0.9	6	-3
Results for CCOC(=O)c1cc(-c2ccc(C)o2)nn1CCC#N : 15	2	1	1.2	1	1622	3	-7	0.9	x	-1
Results for CC(=O)Nc1ccc(NC(=O)CSc2ccccn2)cc1 : -4	7	1.1	x	1	1689	9	9	1	-2	5

The list goes on:
SMILES	Diaph inh CS	PPARg SRC-3 ag	PMI activator	ROMK mod	PMI act satM6P	TR-FRET SRC-2 ct	PPARg SRC2 recr	G6PDH counter	Diaphorase act	S1P3 antag	PPARg SRC-1 ag
Cc1[nH]c2ccccc2c1CCN(Cc1cccnc1)C(=S)Nc1ccc(F)cc1	-4	2	1	-0.45	0.9	1620	-2	2	1	7	9
CN(C)CCCCCNCCCNC(=O)/C=N\O	7	-4	1	0.33	0.9	1645	-6	5	0.9	7	18
C=CCN(CC=C)C(=O)C(=O)c1ccn(-c2c(C)csc2C(=O)OC)c1	5	1	0.9	0.77	1	1759	4	14	0.9	8	6
O=C(Nc1ccc2c(c1)CCC2)C1CCN(c2ncccn2)CC1	-1	-4	1	x	1	1466	2	4	1	-7	-1
COC(=O)/C=C/c1ccc(OC(=O)OC)c(OC(=O)OC)c1	8	-4	0.8	x	1	1560	-2	12	0.9	-3	4
C/C(Cc1ccccc1)=N\NC(=O)CNC(=O)c1cccc(Br)c1	20	6	1	0.015	1	1652	6	8	0.8	1	-1
CC[n+]1ccccc1/C=C/c1ccc(N(C)C)cc1	-7	5	0.7	x	1	1570	6	5	1.1	8	-3
O=S(=O)(c1cnccc1N1CCN(/N=C/c2ccc(Br)cc2)CC1)N1CCCCC1	8	0	0.8	x	0.9	1710	4	-2	0.9	x	-5
Cc1c(N2C(=O)CS/C2=N\N=C\c2ccccc2O)c(=O)n(-c2ccccc2)n1C	11	8	0.9	x	0.9	1631	2	15	0.9	x	5
CC(=O)Oc1ccccc1C1C[C@]2(C)CC(=O)NC2N1C(C)=O (some centres undefined)	-5	2	1	-0.11	1	1629	-5	9	1.1	2	3
COc1ccccc1C1/C(=C(/O)c2ccccc2)C(=O)C(=O)N1CC(C)O (centres undefined)	13	-3	1	0.29	1	1531	3	-3	0.9	-16	-1
Cc1ccc2sc3ccc(NC(=O)c4ccccc4Cl)cc3c(=O)c2c1	14	11	0.8	x	0.8	2846*	13	8	0.9	x	0
N/C(=N\OC(=O)Cc1ccc(Cl)cc1)c1ccccn1	10	-3	1	-0.014	1	1570	0	-3	0.9	x	1
